# Diaph act CS = activates diaphorase or chemically reduces, flagging diaphorase assay artifacts; Diaphorase/resazurin coupled assay, resorufin fluorescence, 16 min; hits give high values; 1 = vehicle wells, 0 = NADH-free wells; activation factor at 20 µM; 0.005% of 190,000 active; AID 1229;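 active means diaphorase activity raised at least twofold by the compound at 20 µM; inactive means activation factor below 2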
#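 Material: purified diaphorase enzyme from Clostridium kluyveri; Also added: 0.114 mM NADH and 0.1 mM resazurin, final amounts; Doses: single compound dose of 20 µM, 1% DMSO final; Times: 16 min enzyme reaction, ambient temperature; Detection: resorufin fluorescence, excitation 544 nm, emission 590 nm; Measure: increased resorufin signal from activators or reducing compounds.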
# Diaphorase inh = counter-screen for diaphorase-based assays: diaphorase inhibitors and chemical oxidizers; 0.69% of 190,000 active; AID 1217; inhibition, % at 20 µM; diaphorase resazurin-to-resorufin fluorescence, NADH, 16 min; bacterial (C. kluyveri) enzyme, not human;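 active means primary screen inhibition at 20 µM above a set limit, cut at about 50% in these data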;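 further: plate controls were DMSO with full reaction for no effect and wells lacking NADH for full effect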
#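 Test system: bacterial diaphorase enzyme (C. kluyveri); Quantity: 0.14 U/mL diaphorase, enzyme working solution; Times: reaction incubation of 16 min at room temperature; Measured by: fluorescence of resorufin formed from resazurin, Ex 544/Em 590 nm; Benchmarks: positive control minus NADH, DMSO neutral control.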
# FLuc inh counter = inhibits firefly luciferase, flagging false hits in luciferase inhibition screens; ATPLite firefly luciferase biochemical luminescence, 10 min; inhibition, % at 10 µM; 1.5% of 200,000 active; AID 1006;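 active means inhibition above about 50% when tested at 10 µM, limit read from the data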
# Target sequence (P08659 whole entry, looked up): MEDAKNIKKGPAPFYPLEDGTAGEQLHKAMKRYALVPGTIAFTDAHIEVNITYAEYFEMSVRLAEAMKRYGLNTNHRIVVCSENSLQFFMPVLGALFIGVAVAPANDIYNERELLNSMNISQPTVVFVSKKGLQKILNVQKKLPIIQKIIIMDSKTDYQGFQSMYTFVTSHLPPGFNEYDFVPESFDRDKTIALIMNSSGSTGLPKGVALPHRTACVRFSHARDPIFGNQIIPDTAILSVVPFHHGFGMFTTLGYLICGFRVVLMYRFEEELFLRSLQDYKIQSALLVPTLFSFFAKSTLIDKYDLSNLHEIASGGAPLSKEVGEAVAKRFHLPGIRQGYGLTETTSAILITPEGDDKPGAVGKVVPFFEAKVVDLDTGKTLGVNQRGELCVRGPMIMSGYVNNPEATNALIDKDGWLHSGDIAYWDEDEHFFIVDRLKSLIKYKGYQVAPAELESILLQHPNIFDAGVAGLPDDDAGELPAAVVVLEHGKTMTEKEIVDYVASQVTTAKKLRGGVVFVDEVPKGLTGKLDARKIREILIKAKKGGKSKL
# NF-kB expr up = raises NF-kB expression in human neuronal cells. 1.6% of 190,000 active. fold change at 12.5 µM. AID 1239. NF-kB reporter expression; hits give high values; in the data active means fold change above about 3.3
# FLuc act counter = firefly luciferase counter-screen for stimulation assays; ATPlite luciferase biochemical, luminescence, 10 min; 0 = ATP-free wells, 1 = DMSO control; activation factor at 10 µM; 200,000 tested, under 10 active; P08659;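 active means luciferase activation factor, scaled between plate controls, of at least 2 with compound at 10 µM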
#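 Material: luciferase plus luciferin reagent, cell-free. Medium: PBS buffer for ATP. Also added: ATP substrate, dispensed from a 10.24 µM working solution in PBS. Doses: test compounds dosed from 2 mM stocks in 100% DMSO. Incubation: 10 min post-reagent at room temperature. Technique: light output (luminescence). Read-out basis: luminescence gain marking luciferase activators.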
# APP transl inh = APP translation inhibition; 0.82% of 190,000 active; SH-SY5Y APP 5'UTR-luciferase reporter, luminescence; inhibition, % at 2 µM; AID 1285;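 active means inhibition above a set limit, derived from the sample mean plus 3 SD, cut at about 45% in these data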; further: values of inactives mirror those of a sister screen read the other way
# STAT1 act = STAT1 signaling activation. NIH 3T3 STAT1-luciferase reporter, IFN-gamma, luminescence; 100% = IFN-gamma alone, no compound. AID 932. activation (% of control), % at 5.5 µM. 2.6% of 200,000 active;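 active means activation above the screen-wide mean activation plus 3 SD, cut at about 130% in these data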;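 further: raw ratio to IFN-gamma control signal so 100% means no change and 0% no light; values of inactives mirror those of a sister screen read the other way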
# G6PDH counter = inhibits Leuconostoc G6PDH, flagging false hits in G6PDH-based assays. Purified L. mesenteroides G6PDH, diaphorase/resazurin coupled fluorescence, 45 min. 0.12% of 200,000 active. inhibition, % at 5 µM. AID 1020; in the data active means inhibition above about 50%
# APP 5'UTR act = activates APP 5'UTR luciferase reporter | 1% of 190,000 active | SH-SY5Y APP 5'UTR luciferase reporter, luminescence; zero percent = DMSO vehicle wells | AID 1276 | activation, % at 2 µM;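 active means activation above a set limit, based on mean plus 3 SD of controls, cut at about 140% in these data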; further: values of inactives mirror those of a sister screen read the other way
# TLR4-MyD88 BLA = TLR4-MyD88 interaction inhibition in cells; O00206+Q99836; HeLa CL3-4 TLR4/MyD88 BLA complementation, FRET ratio; inhibition, % at 8.4 µM; 0.18% of 200,000 active; in the data active means inhibition above about 25%;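 further: 0% = vehicle and 100% = reference inhibitor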
# * hit, by the source's call; x = no result given.
SMILES,Diaph act CS,Diaphorase inh,FLuc inh counter,NF-kB expr up,FLuc act counter,APP transl inh,STAT1 act,G6PDH counter,APP 5'UTR act,TLR4-MyD88 BLA
Cc1ccc(Nc2ncccc2C(=O)NCc2cccs2)c(C)c1,0.8,15,-2,0.96,1,3,97,10,-3,-2
CCOC(=O)C1C(=O)NC(C)C1c1ccccc1 (stereo not drawn),0.9,10,-5,1.3,1.1,-4,100,-3,4,1
O=C1C2CCCN2C(c2cccc(F)c2)N1c1cccc(Cl)c1 (stereo not drawn),0.9,13,-8,1.1,1.1,-7,107,-5,7,2
O=C(/C=C/c1ccccc1)NCCSc1ccc(Cl)cc1,0.8,24,-8,0.98,1.1,9,99,-1,-9,9
CN1C(=O)C2(N=c3ccccc3=N2)c2ccccc21,0.9,8,1,0.99,1,1,105,11,-1,-9
COc1ccccc1NC(=O)CSc1nnc(Cc2cccn2C)n1CCc1ccccc1,0.8,22,-12,1.1,1.1,-3,101,4,3,-1
COc1ccc(-c2csc3nc[nH]c(=O)c23)cc1,0.9,14,2,1.3,1,-21,103,3,21,-5
NC(=O)CN(N=Nc1cccc([N+](=O)[O-])c1)c1cccc([N+](=O)[O-])c1,0.9,5,-3,1.2,1,6,92,0,-6,-16
COc1ccc(-c2noc(-c3ccc4c(c3)OCO4)n2)cc1,0.9,7,48,3.9*,0.5,-23,122,11,23,-17
Cc1ccc2c(c1)C(c1ccncc1)=NNC(c1ccc(C(C)C)cc1)=N2,1,-4,-2,1.1,1,-12,103,0,12,0
OC1(C(F)(F)F)CC(O)(C(F)(F)F)n2nc(-c3ccccc3)cc2N1 (stereo not drawn),0.9,8,-2,0.83,1,-21,104,-15,21,-16
CN(C)CCN(C(=O)c1ccc(S(=O)(=O)N(C)C)cc1)c1nc2cc3c(cc2s1)OCCO3,1,2,1,2,1,-18,126,-1,18,9
CCOC(=O)Nc1ccc(=O)n(Cc2c(Cl)cccc2Cl)c1,0.9,14,-8,1.1,1.1,2,99,4,-2,1
COc1ccc(-n2c(CN3CCC(C)CC3)nc3ccc([N+](=O)[O-])cc3c2=O)c(OC)c1,0.9,10,-14,1,1.1,-4,99,-3,4,-3
Cc1[nH]c(=S)c(C#N)c(C)c1C(=O)Nc1ccccc1,0.9,14,-3,1.6,1,-11,92,2,11,-19
Cc1ccc(CC(=O)OCCNC(=O)c2cccnc2)cc1,0.8,17,-5,0.97,1.1,-2,101,7,2,-17
O=C(Nc1ccc2c(c1)OCCO2)C1CCN(C(=O)c2ccc(Cl)cc2)CC1,0.9,10,-3,1.4,1,-26,110,6,26,2
CCC(C(=O)OCn1nnc2ccccc2c1=O)c1ccccc1 (stereo not drawn),0.9,13,-5,0.96,1.1,-17,96,2,17,-22
CNC(=S)Nc1ccc(C(N)=O)cc1,1.1,-14,-6,1.3,1.1,20,94,14,-20,-3
O=C(c1ccccc1Oc1ccc(C(F)(F)F)cc1[N+](=O)[O-])N1CCOCC1,0.9,10,-1,0.94,1,7,88,4,-7,-7
Brc1ccc(-c2csc(/N=C/N3CCCC3)n2)cc1,0.8,15,3,1.4,1,-29,132*,0,29,-5
CCCCNC(=O)C1c2cc(OC)c(OC)cc2C(=O)N(C)C1c1cccs1 (stereo not drawn),0.9,6,-5,1.4,1,-19,104,2,19,-9
CN(C)C(CNC(=O)CSc1nnc(-c2ccco2)o1)c1ccccc1 (stereo not drawn),x,x,x,1.2,x,-3,99,x,3,0
COc1cccc(/C=N/Nc2cc(C)nc(-c3ccccc3O)n2)c1O,0.8,17,10,0.4,0.9,68*,68,39,-67,-6
N/C(=N\OC(=O)Cc1ccccc1[N+](=O)[O-])c1ccc(Br)cc1,0.8,23,-3,1.1,1,3,98,19,-3,-10
O=C(CCC(=O)OCC(F)(F)C(F)F)Nc1ccc(Cl)cc1,1,2,-9,1,1.1,-10,100,12,9,5
COC(C(=O)Nc1ccc(S(=O)(=O)N2CCCCC2)cc1)c1ccccc1 (stereo not drawn),0.9,15,-3,0.8,1,9,99,0,-9,-16
COc1ccccc1C(=O)Nc1ccc(S(=O)(=O)NC2=NCCCCC2)cc1,0.8,16,-5,1.2,1,-3,103,6,3,-8
COC(=O)c1cc(CNC(=O)c2ccc(O)c(Cl)c2)ccc1OC,0.9,8,-2,1,1,-2,88,-1,2,0
CC(NC(=O)COc1ccccc1)C(=O)OCC(=O)c1cc2ccccc2o1 (stereo not drawn),0.8,16,1,0.96,1,-9,111,-2,9,-4
O=C(Nc1nc2ccccc2s1)C1CCCN1S(=O)(=O)c1ccc(Cl)cc1 (stereo not drawn),0.7,31,-1,0.95,1,8,103,3,-8,6
Cc1c(Cl)cccc1NC(=S)N(C)CCC#N,1,5,-4,1.3,1,-9,97,6,9,8
COc1ccc(/C=C2\SC(=S)N(N3C(=O)CCC3=O)C2=O)cc1O,0.6,35,8,1.1,0.9,4,108,-1,-4,-7
CC(=O)Nc1ccc(SCC(=O)OCC(=O)NC(=O)NCc2ccco2)cc1,0.8,18,-5,0.99,1.1,2,90,5,-2,11
Cc1ccc(C(=O)NC(=C(Cl)Cl)S(=O)(=O)c2ccccc2)cc1,1,4,10,1.1,0.9,-18,87,-7,18,10
CN1/C(=C\C(=O)Nc2cccc(Cl)c2)C(C)(C)c2ccccc21,0.7,31,-4,0.88,1,-8,97,7,8,2
CC(C)(C)N1CC(c2nc3ccccc3n2Cc2ccccc2)CC1=O (stereo not drawn),1,1,-9,0.94,1.1,-15,93,2,15,-5
CCOc1cccc(NC(=O)Cc2cccs2)c1,0.8,16,-2,1,1,3,92,5,-3,2
Cn1cccc1-c1nc2ccc(NC(=O)c3ccco3)cc2[nH]1,0.9,7,10,0.77,0.9,-6,113,2,6,-12
OCCOCCOc1cccc2[nH]ccc12,0.9,6,-7,1.2,1.1,-12,100,-3,12,-3
Cc1ccc(-c2nc(-c3ccccn3)no2)cc1Cl,0.8,23,95*,0.59,0,-159,28,8,159*,-11
CCN(CC)S(=O)(=O)c1cc(NC(=O)c2ccc(Br)s2)ccc1C,0.9,13,13,1.2,0.9,-34,138*,-1,34,-11
O=c1c2ccccc2c2ccccc2c(=O)n1Cc1ccco1,0.8,18,-3,1,1,5,108,8,-5,8
Cc1ccc(N(CC(=O)NC2CCC(C)CC2)S(=O)(=O)c2cccnc2)cc1 (stereo not drawn),0.9,15,-10,0.75,1.1,-6,101,7,7,-1
COc1cccc(C2N(c3cccc(Cl)c3)C(=O)C3CCCN32)c1OC (stereo not drawn),0.8,16,-3,1,1,6,99,9,-6,4
Cn1nnnc1SCC(=O)N1CCCc2ccccc21,0.9,7,-7,1,1.1,24,101,-1,-24,5
CC(C)c1nnc(NC(=O)CSc2ccccc2)s1,1,0,-4,1,1,-16,99,4,16,-8
O=C1CNC(=O)/C(=C/c2cccs2)N1,0.9,14,1,1.3,1,10,112,10,-10,-1
Cc1ccnc(NC(=O)C(C)n2cc([N+](=O)[O-])cn2)c1 (stereo not drawn),1.2,-19,0,0.89,1,11,99,4,-11,9
O=C(Nc1nc(-c2ccc(Oc3ccccc3)cc2)cs1)C1=COCCO1,0.8,18,-4,1,1,-4,94,-14,5,3

# Whole records, quoted from the list. Order of values: Diaph act CS | Diaphorase inh | FLuc inh counter | NF-kB expr up | FLuc act counter | APP transl inh | STAT1 act | G6PDH counter | APP 5'UTR act | TLR4-MyD88 BLA
# `O=c1c2ccccc2c2ccccc2c(=O)n1Cc1ccco1` is entered as 0.8 | 18 | -3 | 1 | 1 | 5 | 108 | 8 | -5 | 8
# `Cc1ccc(-c2nc(-c3ccccn3)no2)cc1Cl` is entered as 0.8 | 23 | 95* | 0.59 | 0 | -159 | 28 | 8 | 159* | -11
# `COc1cccc(C2N(c3cccc(Cl)c3)C(=O)C3CCCN32)c1OC` (stereo not drawn) is entered as 0.8 | 16 | -3 | 1 | 1 | 6 | 99 | 9 | -6 | 4
# `Cc1ccnc(NC(=O)C(C)n2cc([N+](=O)[O-])cn2)c1` (stereo not drawn) is entered as 1.2 | -19 | 0 | 0.89 | 1 | 11 | 99 | 4 | -11 | 9
# `O=C(Nc1nc(-c2ccc(Oc3ccccc3)cc2)cs1)C1=COCCO1` is entered as 0.8 | 18 | -4 | 1 | 1 | -4 | 94 | -14 | 5 | 3

# Remaining list, next part:
SMILES,Diaph act CS,Diaphorase inh,FLuc inh counter,NF-kB expr up,FLuc act counter,APP transl inh,STAT1 act,G6PDH counter,APP 5'UTR act,TLR4-MyD88 BLA
Cc1onc(-c2ccccc2Cl)c1C(=O)NCc1ccccc1,0.9,8,-6,0.98,1.1,2,103,7,-2,7
Cc1ccc(NC(=S)NC(NC(=O)N(C)C)C(Cl)(Cl)Cl)cc1 (stereo not drawn),0.9,7,-9,0.91,1.1,1,101,1,-1,6
COc1ccc(F)cc1S(=O)(=O)n1cc(C)nc1-c1ccccc1,1,1,-7,x,1.1,-10,102,15,10,4
CN(C)C(=O)c1nc(C#N)c(N(C)C)o1,0.8,17,-5,1.1,1.1,-2,100,1,2,-7
CC(=O)n1cc([C@@H]2C=C(C(=O)NCc3ccccc3)O[C@H](OCCCCO)C2)c2ccccc21,0.6,40,2,1.3,1,2,112,9,-2,-6
COc1ccc(C2=NOC3(CC(=O)N(c4ccc(C)cc4)C3=O)C2)cc1 (stereo not drawn),1,4,-2,0.77,1,3,106,14,-3,-6
CCCCNC(=O)c1onc(CSc2ccccc2CC)c1C(=O)O,1.1,-10,4,1,1,-7,97,0,7,-2
O=C(NCc1ccc2[nH]c3c(c2c1)CCCC3)c1ccc(S(=O)(=O)N2CCOCC2)cc1,0.8,17,-1,0.85,1,-14,104,16,14,-8
CCOC(=O)/C(C#N)=C1/C=C(C)c2ccccc2N1,0.9,14,-7,0.98,1.1,3,100,-2,-3,7
Cc1ccc(NC(=O)CCSCCc2ccccn2)cc1,0.9,10,-4,0.97,1,-10,101,2,10,-4
CCCCn1c(=O)cc(O)c2ccccc21,0.9,14,-3,1,1,-6,98,2,6,6
Cc1ccnc(NC(c2ccccn2)c2c(C)[nH]c3ccccc23)c1 (stereo not drawn),0.8,25,-6,1.1,1.1,-13,97,1,13,11
COc1cccc(OC)c1Oc1ccc(C(F)(F)F)cn1,0.8,22,-9,1,1.1,11,98,-2,-11,-1
CCn1c(C)nc2cc(C(=O)OC)ccc21,x,x,0,1.3,1,-2,110,7,2,10
CCOC(=O)c1c(C)[nH]c(C(=O)C(C)Sc2ccc(Cl)cc2)c1C (stereo not drawn),0.8,18,0,1.4,1,-6,113,4,6,-11
CCN(CC)S(=O)(=O)c1ccc(OC)c(NC(=O)c2cc(C)on2)c1,0.9,10,0,1,1,8,101,-6,-8,-15
CCOC(=O)C1=C(C)C(c2ccccc2)NC(=S)N1 (stereo not drawn),0.8,16,-3,1.2,1,-2,91,2,2,7

# Compound activity: PubChem, several laboratories
